Compound activity deposited in PubChem BioAssay by National Center for Advancing Translational Sciences (NCATS).
RXFP1 ag: qHTS Assay for Agonists of the Relaxin Receptor RXFP1 | Potency, µM (doses to about 57.5 µM), for inactives: at the top dose activation, hits mostly activators | 370,000 compounds, 0.3% hits | HEK293T-RXFP1 cAMP TR-FRET, 30 min; response scale: percent of porcine relaxin response, buffer zero; note: % is set by controls: 0 for no effect and ±100 for the full control effect; nearly all actives have a fitted effect of over 60% in size; many of its hits are not listed in these tables
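cAMP rise read by TR-FRET after 30 min, 37C compound exposure (up to 58 uM) in RXFP1-transfected HEK293 cells with Ro 20174 present. EC50 from Hill-equation fits, with 29 nM porcine relaxin as 100% and buffer as basal.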
rTrxR1 inhibitor: qHTS Assay for Inhibitors of Mammalian Selenoprotein Thioredoxin Reductase 1 (TrxR1): qHTS; AID 588453, 2011; Potency, µM (doses to about 114 µM), for inactives: at the top dose activity change, negative = inhibition, actives largely listed as inhibitors; 390,000 compounds, 1% hits; recombinant rTrxR1, NADPH fluorescence consumption, selenite substrate; note: % is set by controls: 0 for no effect and ±100 for the full control effect; nearly all actives have a fitted effect of over 65% in size
Target sequence (O89049 whole entry, looked up): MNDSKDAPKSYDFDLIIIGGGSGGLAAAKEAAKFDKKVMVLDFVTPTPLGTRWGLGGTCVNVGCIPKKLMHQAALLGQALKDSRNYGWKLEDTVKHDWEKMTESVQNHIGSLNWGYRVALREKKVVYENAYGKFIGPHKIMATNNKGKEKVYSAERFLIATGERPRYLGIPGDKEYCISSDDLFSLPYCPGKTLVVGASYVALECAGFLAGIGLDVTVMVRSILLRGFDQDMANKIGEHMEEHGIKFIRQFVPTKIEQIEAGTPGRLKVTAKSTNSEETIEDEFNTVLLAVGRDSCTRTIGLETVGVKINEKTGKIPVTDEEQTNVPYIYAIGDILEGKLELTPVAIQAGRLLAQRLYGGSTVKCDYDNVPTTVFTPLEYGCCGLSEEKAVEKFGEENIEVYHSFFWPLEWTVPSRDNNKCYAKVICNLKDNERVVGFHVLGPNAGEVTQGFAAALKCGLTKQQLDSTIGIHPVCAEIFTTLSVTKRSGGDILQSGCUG
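Rat TrxR1 (90 nM in the dispensed reagent) was pre-reduced with 400 uM NADPH for 5 min at room temperature, then incubated with compound for 15 min. After 400 uM selenite was added, NADPH fluorescence (Ex 340/Em 450 nm) was followed for 8 min.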
Vif-A3F inh: qHTS for Inhibitors of Vif-A3F Interactions: qHTS. HeLa A3F-eYFP + Vif (tagged APOBEC3F with the HIV-1 protein that degrades it), YFP fluorescence increase. Potency, µM (top dose mostly 46.1 µM), inactives show at the top dose activity, negative = active. 390,000 compounds, 0.2% hits. AID 602313, 2012; note: % of control where 0% means no effect; nearly all actives have a fitted effect of over 65% in size
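HeLa cells stably expressing A3F-eYFP plus Vif, plated and incubated overnight at 37 deg C, then exposed to compounds overnight at 37 deg C. Blocked degradation read as raised yellow fluorescence (Ex 488/Em 500-530).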
IDH1 R132H inh: qHTS for Inhibitors of mutant isocitrate dehydrogenase 1 (IDH1): qHTS. 390,000 compounds, 0.093% hits. Isocitrate dehydrogenase [NADP] cytoplasmic (Homo sapiens), O75874. Potency, µM (series often up to 76.6 µM), without a hit: at the top dose activity change, negative = inhibition, most hits filed as inhibitors. IDH1-R132H enzyme, NADPH consumption, diaphorase/resazurin fluorescence; note: % is set by controls: 0 for no effect and ±100 for the full control effect; nearly all actives have a fitted effect of over 65% in size
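IDH1-R132H (0.5 ug/mL) preincubated 30 min with compound, then NADPH (0.016 mM) and alpha-KG (2 mM) added; 80 min at RT, pH 7.5. Remaining NADPH coupled via diaphorase/resazurin to fluorescence (540/590 nm); concentration-response curves normalized to no-enzyme control.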
Vif-A3G inh: qHTS for Inhibitors of Vif-A3G Interactions: qHTS. HeLa A3G-eYFP + Vif (tagged APOBEC3G with the HIV-1 protein that degrades it), YFP fluorescence, overnight. 410,000 compounds, 0.076% hits. DNA dC->dU-editing enzyme APOBEC-3G (Homo sapiens), Q9HC16. Potency, µM (highest dose often 46.1 µM), without a hit: at the top dose activity, negative = active, most hits filed as inhibitors;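 note: % is set by controls: 0 for no effect and ±100 for the full control effect; nearly all actives have a fitted effect of over 60% in size; hits raise eYFP signal because A3G escapes Vif-driven loss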
Target sequence (Q9HC16 whole entry, looked up): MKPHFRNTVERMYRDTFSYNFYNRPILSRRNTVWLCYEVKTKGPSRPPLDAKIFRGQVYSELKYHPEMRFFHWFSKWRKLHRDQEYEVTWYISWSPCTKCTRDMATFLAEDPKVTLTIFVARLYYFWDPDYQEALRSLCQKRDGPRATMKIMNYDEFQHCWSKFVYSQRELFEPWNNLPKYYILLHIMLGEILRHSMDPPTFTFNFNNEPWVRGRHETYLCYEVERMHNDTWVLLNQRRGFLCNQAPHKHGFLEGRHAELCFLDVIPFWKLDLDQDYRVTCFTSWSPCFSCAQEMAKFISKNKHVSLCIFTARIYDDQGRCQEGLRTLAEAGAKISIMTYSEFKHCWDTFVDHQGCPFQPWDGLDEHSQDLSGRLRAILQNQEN
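Read-out is eYFP fluorescence (Ex 488/Em 500-530) from Vif-expressing HeLa A3G-eYFP cells; more signal means A3G escaped Vif-mediated degradation. Cells plated overnight, compound pinned in, incubated overnight at 37 deg C.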
USP1 inh: Inhibitors of USP1/UAF1: Primary Screen | Ubiquitin carboxyl-terminal hydrolase 1 (Homo sapiens), O94782 | recombinant USP1/UAF1, Ub-Rhodamine cleavage fluorescence | Potency, µM (doses to about 57.1 µM), for inactives: top-dose activity change, negative = inhibition, actives largely listed as inhibitors | 390,000 compounds, 0.23% hits | AID 743255, 2014; note: % is set by controls: 0 for no effect and ±100 for the full control effect; nearly all actives have a fitted effect of over 60% in size; inactives centre near -12
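USP1/UAF1 complex (1 nM) preincubated 15 min at room temperature with compound, then Ub-Rho substrate (150 nM final) added. Kinetic fluorescence at 480/540 nm over 6 reads at 60 s intervals; 50 mM HEPES pH 7.8, 0.5 mM EDTA, 0.1 mg/ml BSA, 1 mM TCEP, 0.01% Tween-20.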
ALOX12 inh: Primary qHTS assay for inhibitors of human arachidonate 12S-lipoxygenase (ALOX12): Round 2; Polyunsaturated fatty acid lipoxygenase ALOX12 (Homo sapiens), P18054; purified 12hLO, xylenol orange hydroperoxide absorbance; Potency, µM (top dose mostly 108 µM), inactives show top-dose activity change, negative = inhibition, actives largely listed as inhibitors; 580,000 compounds, 1.1% hits; note: % is set by controls: 0 for no effect and ±100 for the full control effect
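Purified human 12hLO (150 nM final) in 25 mM Hepes, 0.01% Triton X-100, pH 7.0 was preincubated 15 min at room temperature with compound. Then 40 uM arachidonic acid was added, 30 min. Hydroperoxide was read by Fe-XO absorbance ratio 573/405 nm.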
RGS4 inh: Inhibitors of Regulator of G Protein Signaling (RGS) 4: qHTS | Transcreener GDP fluorescence polarization, RGS4-accelerated GTP hydrolysis | Potency, µM (highest dose often 114 µM), for the others: at the highest dose activity change, negative = inhibition, actives largely listed as inhibitors | 390,000 compounds, 0.039% hits; note: % is set by controls: 0 for no effect and ±100 for the full control effect; nearly all actives have a fitted effect of over 75% in size; some results filed as inactive show a strong effect at the top dose
Target sequence (P49798 whole entry, looked up): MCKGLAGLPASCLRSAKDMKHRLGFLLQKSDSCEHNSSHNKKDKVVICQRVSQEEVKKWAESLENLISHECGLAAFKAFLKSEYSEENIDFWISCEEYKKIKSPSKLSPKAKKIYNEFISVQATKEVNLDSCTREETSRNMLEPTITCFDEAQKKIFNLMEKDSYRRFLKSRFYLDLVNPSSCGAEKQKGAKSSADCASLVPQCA
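MLSMR compounds (23 nl, pin-transferred) preincubated 10 min at room temperature with a 500nM (2x) first reagent, then RGS4 at 900nM (2x) plus Transcreener GDP mix added; fluorescence polarization (620/688 nm) read before and after 90 min at 30 °C.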
TrxR1 substrate: qHTS Assay for Substrates of Mammalian Selenoprotein Thioredoxin Reductase 1 (TrxR1): qHTS; Thioredoxin reductase 1, cytoplasmic (Rattus norvegicus), O89049; purified TrxR1 substrate turnover, NADPH consumption readout; Potency, µM (titrated, usually from 114 µM), for the others: at the highest dose activity change, negative = substrate turnover; 390,000 compounds, 0.01% hits; AID 588456, 2011; note: % is set by controls: 0 for no effect and ±100 for the full control effect; nearly all actives have a fitted effect of over 50% in size
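Rat TrxR1, dispensed at 90 nM, was prereduced with 400 uM NADPH (final) for 5 min at ~22 deg C, then incubated with compound 15 min before 400 uM selenite. A first-read NADPH fluorescence drop versus no-compound background flagged substrates.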
* = called active by the depositor; ? = inconclusive; / = not tested or not shown; & = joins results of further samples; [ ] = another dose, or the depositor's remark. Calls come from the whole dose curve; as a rule, active = well fitted curve in the direction sought with a large enough effect; inconclusive = small, poorly fitted or top-dose-only effect, or another doubt; inactive = no such curve, though single readings can be large; an effect the other way counts as inactive or inconclusive. Potency is the fitted concentration of half-maximal effect. Only part of the results is shown, so the mix of outcomes need not match the whole.

SMILES	RXFP1 ag	rTrxR1 inhibitor	Vif-A3F inh	IDH1 R132H inh	Vif-A3G inh	USP1 inh	ALOX12 inh	RGS4 inh	TrxR1 substrate
Cc1nnc(SCC(=O)Nc2ccc(Cl)cn2)n1Cc1ccccc1	-1.6%	-1%	-2%	7%	-3%	-13%	?	-21%[56.9 µM]	-8%
O=C1N(Cc2cccc(Cl)c2)C[C@@H]2C[C@@H](c3cccc4cccnc34)N3CCC[C@@]123	0.1%	11%[57.1 µM]	?	0%	-6%	-19%	-7%	-45%	5%[57.1 µM]
CCN1/C(=C/C(C)=O)Sc2ccc(OC)cc21	0.0%	7%[57.1 µM]	-1%	-4%	-2%&-1%&-7%	-14%	4%	?	?
O=C(C1CCC(Cn2c(=O)c3sccc3n(Cc3cccc(F)c3)c2=O)CC1)N1CCOCC1 (stereo not given)	0.1%	22%[57.1 µM]	-2%	-18%	-2%	-9%	-3%	-3%	1%[57.1 µM]
Cn1cnc([N+](=O)[O-])c1Sc1ccncn1	/	/	-1%	6%	-3%	-15%	-4%	/	/
C=CCSc1nc2sc(C)c(C)c2c(=O)[nH]1	-0.6%	32%	-10%	15%	-3%	1%	-1%	4%	2%
O=C1OCCC1=CN1CCCCC1	/	/	0%	16%	0%	?	-1%	/	/
O=C(CSc1ncn[nH]1)N(C1CCCCC1)C1CCCCC1	-1.2%	-2%[57.1 µM]	-1%	3%	-6%	-17%	0%	-8%	3%[57.1 µM]
CCOC(=O)C1C(C)=CC(=O)CC1c1ccco1 (stereo not given)	2.7%	21%	-1%	1%	3%	-7%	141%[activator]	-12%	16%
O=P(OCC1CCCO1)(OCC1CCCO1)OCC1CCCO1 (stereo not given)	/	0%[11.4 µM]	10%	3%	-1%	2%	-21%	7%	10%[57.1 µM]
Cc1ccc(C2C(/C=C3/SC(=S)NC3=O)=C(c3cccs3)Oc3ccccc32)cc1 (stereo not given)	0.5%	-27%	-11%	-10%	-1%	?	?	-22%	-7%
Cc1nc2nc(NC(=O)c3ccco3)[nH]n2c(=O)c1C	3.9%	16%	-1%	26%	-2%	-27%	0%	12%	0%
O=C(Cn1c(=O)n(Cc2ccc(C(=O)NCc3ccccc3Cl)cc2)c(=O)c2ccccc21)Nc1ccc(F)c(Cl)c1	4.4%	15%	-2%	0%	3%	-14%	-25%	3%	-1%
CCOc1cc(C2NC(=O)N(C)C(C)=C2[N+](=O)[O-])ccc1OC(C)=O (stereo not given)	-2.8%	-9%	1%	-2%	0%	-18%	-1%	-35%	-7%
N#C/C(=C\c1c[nH]c2ccccc12)C(=O)Nc1ncc(Cc2ccc(Cl)cc2Cl)s1	0.8%	16%[57.1 µM]	?	2%	?	?	-27%	-32%	-13%

Only Vif-A3G inh and TrxR1 substrate, for 2 of the compounds above:
| molecule | Vif-A3G inh | TrxR1 substrate |
| --- | --- | --- |
| O=C(C1CCC(Cn2c(=O)c3sccc3n(Cc3cccc(F)c3)c2=O)CC1)N1CCOCC1 (stereo not given) | -2% | 1%[57.1 µM] |
| Cn1cnc([N+](=O)[O-])c1Sc1ccncn1 | -3% | / |

Next section:
SMILES	RXFP1 ag	rTrxR1 inhibitor	Vif-A3F inh	IDH1 R132H inh	Vif-A3G inh	USP1 inh	ALOX12 inh	RGS4 inh	TrxR1 substrate
CCCN(C(=O)c1cc(C)ccc1C)c1c(N)n(Cc2ccccc2)c(=O)[nH]c1=O	0.6%	-14%	2%	7%	-1%	-4%	69%[activator]	-22%	-13%
Cc1nccc(-c2sc(-c3cccs3)nc2C)n1	23%	49%[activator]	-12%	12%	-15%	-22%	?	32%	328%[activator]
Oc1ccccc1C1C=C(c2ccc3c(c2)OCO3)NC(c2cccc(Br)c2)N1 (stereo not given)	/	-4%	/	/	?	/	/	2%	0%
CC(OC(=O)c1nsc(Cl)c1Cl)C(=O)NC(C)(C)C (stereo not given)	3.8%	-12%	-11%	3%	5%	-10%	6%	-39%	-9%
C=CCN(c1ccc(C(=O)N2CCN(c3ccc(F)cc3)CC2)cc1)S(C)(=O)=O	2.9%	-10%[57.1 µM]	-11%	-2%	0%	5%	0%	9%	1%
C[C@@H]1CN([C@H](C)CO)C(=O)CCCn2nncc2CO[C@H]1CN(C)Cc1ccncc1	/	/	-9%	8%	1%	-15%	-6%	/	/
COC(=O)c1ccc(NC(=O)c2cc[n+](Cc3ccccc3)cc2)cc1	0.0%	?	-4%	0%	1%	-14%	-5%	-11%	?
N#Cc1nc(-c2ccccc2)oc1N1CCC(C(N)=O)CC1	15%	?	0%	-9%	5%	-27%	?	7%	411%[activator]
CCOC(=O)CN(C(=O)COc1nc(C)cc(C)c1C#N)c1ccc(Cl)cc1	-1.4%	5%	0%	8%	-3%	?	0%	-9%	-1%
Brc1ccc2ncc3ccccc3c2c1	/	-16%	8%	6%	2%	-4%	7%	-4%	-12%
CCCCSCCCNC(=O)Nc1ccc(CC)cc1	3.1%	34%[57.1 µM]	7%	4%	1%	-8%	?	-42%	9%[57.1 µM]
CCCN(C(=O)Cn1ncc2c([nH]c3ccc(C)cc32)c1=O)c1ccccc1C	1.0%	5%	1%	-11%	-2%	?	?	-8%	1%
CCOc1ccc2ncc(S(=O)(=O)c3ccccc3)c(N3CCN(c4ccccc4)CC3)c2c1	/	15%	-13%	-6%	0%	-7%	-15%	9%	-2%
Cc1ccc(CN2C(=O)C3CCCN3c3ncccc32)cc1 (stereo not given)	1.0%	-12%	-11%	10%	-9%	-8%	?	5%	-2%
CCOc1ccc(/C=C2\CCc3ccccc3C2=O)cc1	0.0%	-17%	34%[activator]	-5%	4%	-14%	7%	12%	-17%
COc1ccc(N2CCN(C(=O)C3CCN(S(=O)(=O)c4cccs4)CC3)CC2)cc1	2.3%&1.6%	8%[57.1 µM]	1%&2%	5%&0%	0%&-2%	-11%&-26%	?	?	5%[57.1 µM]
CSc1nc(-c2ccc(N(C)C)cc2)c(C#N)c(=O)n1C	-1.3%	-3%	?	-3%	?	?	-8%	-28%	-6%
O=C(NCCCn1ccnc1)c1cc(-c2cccs2)on1	2.9%	?	?	6%	-3%	-14%	26%	-24%	-6%
COCCNC(=O)CN(Cc1ccccc1)C(=O)CCC(=O)Nc1nccs1	-5.3%	-1%	1%	3%	0%	-22%	?	-22%	0%
O=S(=O)(N/N=C\C=C\c1ccccc1)c1ccc(Br)cc1	-1.0%	9%[57.1 µM]	1%	8%	-9%	-21%	?	-13%	-10%[57.1 µM]
Cc1cccn2c(=O)nc(SCC(=O)N3CC(C)OC(C)C3)nc12 (stereo not given)	11%	-12%	2%	4%	-1%	-22%	17%	6%	-4%
Cc1ccc2[nH]c(=O)c(CC(=O)O)c(-c3ccccc3)c2c1	2.0%	19%	-7%	-5%	5%	-2%	10%	2%	14%
Cc1ccc(/C=N/NC(=O)NC2CCCCC2)o1	1.1%	-10%[57.1 µM]	5%	-8%	-7%	-2%	11%	-1%	-6%[57.1 µM]
CC(C)(C)c1cc[n+](C2=C([O-])c3ccccc3C(=O)/C2=N\S(=O)(=O)c2ccccc2)cc1	1.7%	44%	7%	1%	-5%	-9%	0%	-26%	-7%[57.1 µM]
Cc1noc(NS(=O)(=O)c2ccc(NC(=O)/C=C/c3ccccc3)cc2)c1C	/	1%	-16%	-1%	0%	-2%	90%[activator]	-4%	-8%
CCN(CC(=O)Nc1ccc(NC(C)=O)cc1)C(=O)COc1ccc2ccccc2c1	-0.1%	29%	0%	4%	0%	-7%	-16%	-15%	13%
COc1cc(Cl)c(NC(=O)CCc2nc3cccnc3n2-c2ccccc2)c(OC)c1	-2.8%	8%	5%	-8%	-3%	-3%	-15%	-2%	-4%
Cn1c(=O)[nH]c(=O)c2c1nc(SCC(=O)Nc1ccccc1)n2Cc1ccccc1	0.3%	22%	0%	-7%	-10%	-10%	13%[57.4 µM]	-1%	-1%
O=C(NCc1ccccc1Cl)c1ccc(S(=O)(=O)NCc2ccco2)cc1	-2.1%	-20%	6%	-2%	0%	-11%	-11%	-31%	-18%
CCOc1ccc(NC(=O)c2cccnc2Cl)c([N+](=O)[O-])c1	1.3%	2%	-2%	0%	-4%	-9%	4%	20%	-8%
O=C(CCn1c(=O)c2cccn2c2cccnc21)N1CCN(c2ccccc2F)CC1	0.2%	-9%	-3%	-2%	-4%	-15%	-22%	-3%	-8%
